Tb PYK inh: qHTS of Trypanosoma Brucei Inhibitors; TbPYK enzyme, Kinase-Glo Plus ATP luminescence, 45 min; pyruvate kinase (Trypanosoma brucei), Q57TT1; Potency, µM (series often up to 76.8 µM), inactives show top-dose activity, negative = inhibition, most hits filed as inhibitors; 0.12% of 410,000 active; active = well fitted inhibition curve with a large enough effect; inconclusive = small, poorly fitted or top-dose-only effect; also: nearly all actives have a fitted effect of over 50% in size
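Readout: single end-point luminescence (Kinase-Glo Plus, 10 min). Reaction conditions were TbPYK/substrate plus 130 uM ADP, 45 min at RT, pH 7.2 TEA buffer. No-enzyme wells served as controls, and data were normalized before concentration-response fitting.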
* = called active by the depositor; ? = inconclusive; [ ] = remark or other dose. % is scaled to controls: 0 for no effect and ±100 for the full control effect; potency is read from the fitted curve at half-maximal effect. Not all compounds are listed; the hit share may differ from the screen's.

SMILES	Tb PYK inh
COc1ccc(NC(=O)N2CCCC3(CCN(C(=O)c4cccc(F)c4)CC3)C2)cc1	-0.2%
CC(C)NC(=O)N1CCCC2(CCN(C(=O)c3csnn3)CC2)C1	1.6%
CC(C)CN1CCC2(CC1)CCN(C(=O)c1cccc(F)c1)CC2	0.0%
O=c1c(-c2cccc(Cl)c2)nc2cncnc2n1Cc1ccccc1Cl	1.1%
CC1(C)C(C(=O)O)N2C(=O)CC2S1(=O)=O (stereo not drawn)	-3.5%
Clc1ccc([C@H](Cn2ccnc2)OCc2csc3c(Cl)cccc23)c(Cl)c1	9.1%[33.2 µM]
O=S(=O)(c1ccccc1)N1CCC[C@@]2(CCN(c3ncccn3)C2)C1	0.4%
COc1ccc(Oc2ncc3nc(-c4ccc(OC)cc4)c(=O)n(CCC#N)c3n2)cc1	-11.3%
[S]=[Sb][S][Sb]=[S]	-5.1%
Cc1ccc(C(=O)c2cc(O)c(O)c([N+](=O)[O-])c2)cc1	-5.4%
CN(C)c1ccc(O)c2c1C[C@H]1C[C@H]3[C@H](N(C)C)C(=O)C(C(N)=O)=C(O)[C@@]3(O)C(=O)C1=C2O	-4.6%
COCCn1c(=O)c(-c2ccc(OC)cc2)nc2cnc(OC)nc21	5.5%
CC(C)(C)CC(C)(C)c1ccc(O)cc1	-2.8%[157 µM]
O=c1c(-c2ccc(Cl)cc2)nc2cnc(Oc3ccccc3)nc2n1C1CC1	-0.1%
COCCn1c(=O)c(-c2ccccc2)nc2cnc(Oc3ccccc3)nc21	4.3%
CS(=O)(=O)N1CCC[C@@]2(CCN(c3ccccn3)C2)C1	-0.7%
COc1cccc(Cn2c(=O)c(-c3ccccc3)nc3cnc(N(C)C)nc32)c1	0.0%
COCC(=O)N1CCC2(CCCN(c3ncccn3)C2)CC1	0.9%
Cc1noc(C)c1C(=O)N1CCC2(CCN(Cc3cc(C(F)(F)F)cc(C(F)(F)F)c3)CC2)CC1	0.2%
COCCn1c(=O)c(CCc2ccccc2)nc2cnc(OC)nc21	2.0%

SMILES	Tb PYK inh
c1ccc2[nH]ccc2c1	-6.0%
COCCn1c(=O)c(-c2cccs2)nc2cnc(Nc3ccccc3)nc21	-6.0%
CC[C@H](CO)NCCN[C@@H](CC)CO	1.0%[33.2 µM]
C[C@@H]1C(SC2Cn3cnc[n+]3C2)=C(C(=O)[O-])N2C(=O)[C@H]([C@@H](C)O)[C@@H]12 (stereo partly drawn)	1.8%
Cc1cccc(-c2nn(C(=S)Nc3ccccc3)cc2-c2ccnc3ccccc23)n1	-1.6%
O=C(c1ccncc1)N1CCC[C@@]2(CCN(Cc3cc(C(F)(F)F)cc(C(F)(F)F)c3)C2)C1	1.4%
c1ccc(N2CC[C@@]3(CCCNC3)C2)cc1	-8.5%
CCOc1ccccc1OCCN[C@H](C)Cc1ccc(OC)c(S(N)(=O)=O)c1	6.8%
CC1CC[C@@]2(NC1)OC1CC3C4CC[C@@H]5CC(O)CC[C@@]5(C)C4CC[C@]3(C)C1C2C (stereo partly drawn)	1.4%
CC1OC(OC2C(O)CC(OC3C(O)CC(OC4CCC5(C)C(CCC6C5CCC5(C)C(C7=CC(=O)OC7)CCC65O)C4)OC3C)OC2C)CC(O)C1O (stereo not drawn)	3.2%
O=C(O)c1ccccc1-c1c2cc(Br)c(=O)cc-2oc2[c]([Hg])c(O)c(Br)cc12	?
N#CCCn1c(=O)cnc2cnc(N3CCNCC3)nc21	-4.0%
CC1C(=O)C(=O)C=CN1C (stereo not drawn)	-4.7%
COc1ccc2c(c1)N(C[C@@H](C)CN(C)C)c1ccccc1S2	-5.2%[33.2 µM]
COc1ccccc1CN1CC2(CCN(C(=O)c3ccncc3)CC2)C1	2.1%
Cn1cccc1C(=O)N1CCC2(CC1)CCN(c1ccccc1)CC2	3.7%
C[C@]12CCC3[C@@H](CCC4=CC(=O)CC[C@@]43C)C1CCC2OC(=O)CCc1ccccc1 (stereo partly drawn)	-5.5%[157 µM]
CN1CCc2cc(Cl)c(O)cc2[C@H]2c3ccccc3CC[C@@H]21	-1.9%
C=Cc1c(C)c2cc3nc(cc4[nH]c(cc5nc(cc1[nH]2)C(C)=C5CCC(=O)O)c(CCC(=O)OC)c4C)[C@@]1(C)C3=CC=C(C(=O)OC)[C@H]1C(=O)OC (tested in a mixture with another compound)	-3.2%
C=C1C(n2cnc3c(=O)[nH]c(N)nc32)C[C@H](O)[C@H]1CO (stereo partly drawn)	0.3%

SMILES	Tb PYK inh
CCCCCCCCCCCC[n+]1ccc2ccccc2c1	-9.9%
CCCCOC(=O)C(=O)Nc1cccc(-c2nn[nH]n2)c1	4.2%
c1csc(CN2CC[C@@]3(CCCNC3)C2)n1	-8.8%
FC(F)(F)c1cc(CN2CCC3(CCNCC3)CC2)cc(C(F)(F)F)c1	2.0%
CCN(CC)C(=O)[C@@H]1C=C2c3cccc4[nH]cc(c34)C[C@H]2N(C)C1	-7.4%
COc1cc2ncnc(Nc3ccc(F)c(Cl)c3)c2cc1OCCCN1CCOCC1	-1.0%
Cc1ncc(C[n+]2csc(CCOP(=O)(O)OP(=O)(O)O)c2C)c(N)n1	0.1%
COc1cc2c(cc1OC)[C@@H](Cc1cc(OC)c(OC)c(OC)c1)[N@+](C)(CCCOC(=O)CC/C=C/CCC(=O)OCCC[N@+]1(C)CCc3cc(OC)c(OC)cc3[C@H]1Cc1cc(OC)c(OC)c(OC)c1)CC2	-1.0%
O=c1[nH]c(=O)n([C@@H]2C[C@H](O)[C@H](CO)O2)cc1I	-3.6%[33.2 µM]
COc1ccc(C(=O)N2CCC[C@@]3(CCN(c4ncccn4)C3)C2)cc1	14.3%
N[C@@H](C(=O)N[C@@H]1C(=O)N2C(C(=O)O)=C(CSc3cn[nH]n3)CS[C@H]12)c1ccc(O)cc1	?
C=C1CC2C3C=C(C)C4=CC(=O)CCC4(C)C3CCC2(C)[C@@]1(OC(C)=O)C(C)=O (stereo partly drawn)	2.1%
CCN(CC)CCNC(=O)c1ccc(NS(C)(=O)=O)cc1	-14.2%
COC(=O)C1=C(C)NC(C)=C(C(=O)OC(C)(C)CN(C)CCC(c2ccccc2)c2ccccc2)C1c1cccc([N+](=O)[O-])c1 (stereo not drawn)	-6.6%
COc1ccc2cc1Oc1ccc(cc1)CC1c3c(cc4c(c3Oc3cc5c(cc3OC)CCN(C)C5C2)OCO4)CCN1C (stereo not drawn)	2.5%
CC(C)CN1CC2(CCN(C(=O)c3ccco3)CC2)C1	2.9%
O=C(c1cnccn1)N1CCC2(CC1)CN(c1ccccc1)C2	4.3%
O=c1ccn(C2OC(COP(=O)(O)OC3C(CO)OC(n4ccc(=O)[nH]c4=O)C3O)C(O)C2O)c(=O)[nH]1 (stereo not drawn)	4.3%
CS(=O)(=O)N1CCC2(CC1)CN(Cc1ccc(C#N)cc1)C2	-5.3%
N=C1N=C(N)c2cc3ccccc3cc21	3.4%[157 µM]

The closing two entries of the section before come first, to join the parts:
SMILES	Tb PYK inh
CS(=O)(=O)N1CCC2(CC1)CN(Cc1ccc(C#N)cc1)C2	-5.3%
N=C1N=C(N)c2cc3ccccc3cc21	3.4%[157 µM]
CCCCCCOc1ccc(C(=N)N(CCCC)CCCC)c2ccccc12	-6.0%
C[C@]12CC[C@@H]3c4ccc(O)cc4C[C@@H](CCCCCCCCCS(=O)CCCC(F)(F)C(F)(F)F)C3[C@@H]1CC[C@@H]2O (stereo partly drawn)	-5.9%
C[C@H](O)C(=O)Nc1c(I)c(C(=O)NC(CO)CO)c(I)c(C(=O)NC(CO)CO)c1I	-4.1%[33.2 µM]
O=S(=O)(c1ccccc1)N1CCC2(CCN(Cc3ccncc3)CC2)CC1	6.5%
O=C(c1cccc(F)c1)N1CCC2(CCN(Cc3nccs3)CC2)CC1	-6.5%
CN1CCC[C@@H]1Cc1c[nH]c2ccc(CCS(=O)(=O)c3ccccc3)cc12	-5.3%
Cn1cccc1C(=O)N1CCC2(CCN(C(=O)Nc3cccc(F)c3)CC2)CC1	-0.4%
Cn1nnnc1SCC1=C(C(=O)O)N2C(=O)[C@@H](NC(=O)[C@H](OC=O)c3ccccc3)[C@H]2SC1	0.3%
CO[C@H]1C[C@@H]2CC[C@@H](C)[C@@](O)(O2)C(=O)C(=O)N2CCCC[C@H]2C(=O)O[C@H]([C@H](C)C[C@@H]2CC[C@@H](OC(=O)C(C)(CO)CO)[C@H](OC)C2)CC(=O)[C@H](C)/C=C(\C)[C@@H](O)[C@@H](OC)C(=O)[C@H](C)C[C@H](C)/C=C/C=C/C=C/1C	-4.1%
O=Cc1ccco1	-6.2%
CC(C)CN1CCCC2(CCN(C(=O)c3ccco3)CC2)C1	-5.0%
O=c1c(CCc2ccccc2)nc2cnc(Oc3ccccc3)nc2n1C[C@H]1CCCO1	1.3%
NCCCNCCCCNC(=O)C(O)NC(=O)CCCCCCN=C(N)N (stereo not drawn)	0.0%
O=P(O)(O)OC[C@H]1O[C@](O)(COP(=O)(O)O)[C@@H](O)[C@@H]1O	-7.5%
COc1ccc(C(=O)N2CCC[C@@]3(CCN(C)C3)C2)cc1	-2.0%
CC(C)CC1C(=O)N2CCCC2C2(O)OC(NC(=O)C3CC4c5cccc6[nH]cc(c56)CC4N(C)C3)(C(C)C)C(=O)N12 (stereo not drawn)	1.7%
O=C(c1cccc(F)c1)N1CCC[C@@]2(CCN(c3ccncc3)C2)C1	-9.5%
COCc1c(C(C)C)nc(C(C)C)c(/C=C/[C@@H](O)C[C@@H](O)CC(=O)O)c1-c1ccc(F)cc1	-9.7%
NC1=NC(S)C2N=CN=C2N1 (stereo not drawn)	?
COc1ncc2nc(-c3cc(F)cc(F)c3)c(=O)n(C3CC3)c2n1	-6.6%

SMILES	Tb PYK inh
O=C(Oc1ccccc1)N1CCC2(CCCN(c3ccccc3)C2)CC1	-9.3%
COc1cccc(Cn2c(=O)c(-c3cccc(Cl)c3)nc3cncnc32)c1	-8.1%
CCCCCCCCCCCCCCCCCCCCCC(=O)Nc1ccn([C@@H]2O[C@H](CO)[C@@H](O)[C@@H]2O)c(=O)n1	-6.1%
C[N+]1([O-])[C@H]2CC[C@H]1CC(OC(=O)[C@@H](CO)c1ccccc1)C2 (stereo partly drawn)	-3.3%
CNC(C)Cc1ccccc1OC (stereo not drawn)	0.0%
O=C(O)/C=C(/CC(=O)O)C(=O)O	-2.2%
Cn1c(=O)c(-c2cc(F)cc(F)c2)nc2cnc(Oc3ccccc3)nc21	2.1%
CCOC(=O)NC(O)C(Cl)(Cl)Cl (stereo not drawn)	3.4%
CCOC(=O)c1ncn2c1CN(C)C(=O)c1c(I)cccc1-2	-13.4%
Nc1nc(-c2ccccc2)c(Br)c(=O)[nH]1	0.3%
Nc1ccccc1	-5.9%
O=c1c(-c2ccc(F)cc2)nc2cnc(Nc3ccccc3)nc2n1C1CC1	0.5%
CC1=CC(=C(c2ccc(N)cc2)c2ccc(N)cc2)C=CC1=N	-24.0%
CCC1CC2CC3c4[nH]c5ccc(OC)cc5c4CCN(C2)C13 (stereo not drawn)	-11.4%[157 µM]
COc1ccc(C(=O)N2CCC3(CCN(Cc4ccccc4)CC3)CC2)cc1	4.2%
COC(=O)N1CCC2(CCN(C(=O)Nc3ccccc3)CC2)CC1	0.0%
CCN(CC)CCOC(=O)C(C)(c1ccccc1)c1ccccc1	2.2%
Cc1nc2cnc(Oc3ccccc3)nc2n(CCC#N)c1=O	0.0%
CC1OC(OC2CCC3(C)C(CCC4C3CC(O)C3(C)C(C5=CC(=O)OC5)CCC43O)C2)CC(O)C1OC1CC(O)C(OC2CC(O)C(OC3OC(CO)C(O)C(O)C3O)C(C)O2)C(C)O1 (stereo not drawn)	0.0%
Nc1ccn([C@@H]2O[C@H](CO)[C@H](O)C2(F)F)c(=O)n1	2.1%

4 entries from above, field by field:
CC1=CC(=C(c2ccc(N)cc2)c2ccc(N)cc2)C=CC1=N
- Tb PYK inh = -24.0%

O=C(Oc1ccccc1)N1CCC2(CCCN(c3ccccc3)C2)CC1
- Tb PYK inh = -9.3%

CCN(CC)CCOC(=O)C(C)(c1ccccc1)c1ccccc1
- Tb PYK inh = 2.2%

Cn1c(=O)c(-c2cc(F)cc(F)c2)nc2cnc(Oc3ccccc3)nc21
- Tb PYK inh = 2.1%

(further entries)
SMILES	Tb PYK inh
O=C(c1csnn1)N1CCC2(CCCN(c3cccc(-c4ccccc4)c3)C2)CC1	2.6%
Cc1noc(C)c1C(=O)N1CCC[C@@]2(CCN(C(=O)Nc3ccccc3)C2)C1	1.9%
CC(C)CCC[C@@H](C)[C@H]1CC[C@H]2[C@@H]3CC=C4C[C@@H](O)CC[C@]4(C)[C@H]3CC[C@]12C	-1.3%
Clc1ccc([C@@H](OCCN2CCCCC2)c2ccccc2)cc1	1.7%[33.2 µM]
CCCCN1CCCC1C(=O)Nc1c(C)cc(C)cc1C (stereo not drawn)	0.8%
Cc1noc(C)c1C(=O)N1CCC2(CCCN(C(=O)NC(C)C)C2)CC1	-4.1%
COc1ncc2nc(-c3cccs3)c(=O)n(-c3ccccc3)c2n1	1.0%
CCC1(C)CC(=O)NC(=O)C1	-9.4%[33.2 µM]
Cc1[nH]c(=O)c(C#N)cc1-c1ccc2nccn2c1	9.9%

Bioassay records deposited in PubChem BioAssay by National Center for Advancing Translational Sciences (NCATS).
